T cell modulator – modulates CD8 T cell binding to vesicles; 2C CD8+ T cell-vesicle binding, flow cytometry; hits give low values; calls only at 7 µM; actives 0.068% (n = 330,000); AID 2052;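 active = response, share of CD8 T cells binding vesicles, and their 90th percentile fluorescence all below set limits, cut at about 80% in these data, passing the limit was not always enough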
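incubation = binding step 1.5 h, 37 °C, antibody labelling 20 min, ice | test system = 2C mouse CD8+ T cells | read-out basis = percent CD8+ FL2 mean versus row control | controls = Peptide-free naked vesicles (low) and QL9 vesicles with 0.7% DMSO vehicle (high) | detection = flow cytometry of vesicle-bound cells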
NS5 inhibitors – Dengue-2 NS5 methyltransferase inhibitors, primary screen, biochemical, confirmation dose response (AID 588689); Dengue-2 NS5 methyltransferase capping enzyme assay, biochemical; higher % means a stronger effect; inhibition, % at 25 µM; hits with a dose series show IC50 in µM; actives 0.3% (n = 340,000); in the data active = a potency from the dose series; inconclusive = inhibition above about 29% without an active follow-up result
West Nile virus CPE – West Nile virus antiviral activity, cell-based, CPE readout (AID 1621) | West Nile virus-infected cells, CPE inhibition; higher % means a stronger effect | one-dose CPE inhibition, % at 10 µM; IC50 in µM for titrated hits | actives 0.02% (n = 290,000); in the data active = a potency from the dose series; inconclusive = CPE inhibition mostly from about 3.7% at the one dose, without a potency; inactive = the rest, 99 in 100 with CPE inhibition below about 2.2%; also: strong numbers were not always called active
K1F lysis inhibition – inhibition of K1F phage lysis, E. coli UTI89, bacterial capsule biogenesis inhibitors, alamar blue (AID 488966) | E. coli UTI89 K1F phage lysis, alamar blue, 2 h; higher % means a stronger effect | one-dose inhibition, % at 100 µM; IC50 in µM for titrated hits | actives 0.02% (n = 340,000);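 active = phage lysis inhibition, versus mean bacterial control, above a set limit; inconclusive = no clear call, values can overlap the other calls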;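 also: capsule biogenesis inhibitors block K1F phage lysis so surviving cells raise fluorescence; higher fluorescence means more inhibition of phage lysis; actives were called in the ten point dose series up to 300 µM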
NTR1 agonist – agonists of NTR1, primary screen, imaging, U2OS cells, beta-arrestin-GFP, high content (AID 493036) | P30989 | NTR1-U2OS beta-arrestin-GFP spot imaging, agonist mode | activation, % at 20 µM | actives 0.17% (n = 330,000);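 active = activation at or above 40% of the spot to cytoplasm intensity ratio, with at least 20 cells analyzed; inconclusive = wells under 20 cells, flagged as cytotoxic or low count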;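 also: 0% = DMSO without peptide and 100% = 100 nM NTR1 peptide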
Target sequence (P30989 whole entry, looked up): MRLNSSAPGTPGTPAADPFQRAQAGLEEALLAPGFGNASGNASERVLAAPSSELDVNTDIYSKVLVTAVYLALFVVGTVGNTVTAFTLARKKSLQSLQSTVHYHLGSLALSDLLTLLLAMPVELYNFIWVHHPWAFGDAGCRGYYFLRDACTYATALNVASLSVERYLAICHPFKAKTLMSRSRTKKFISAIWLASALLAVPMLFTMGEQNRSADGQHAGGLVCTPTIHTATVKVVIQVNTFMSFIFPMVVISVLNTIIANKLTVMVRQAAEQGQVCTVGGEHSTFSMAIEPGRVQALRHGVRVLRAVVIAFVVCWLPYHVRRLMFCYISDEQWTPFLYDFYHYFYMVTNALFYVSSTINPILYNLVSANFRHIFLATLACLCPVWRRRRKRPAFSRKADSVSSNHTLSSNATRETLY
RSV antiviral HEp-2 – RSV antiviral activity via CPE protection, HEp-2 cells, primary 10 µM value included (AID 2391); HEp-2 cells, RSV-induced CPE inhibition; higher % means a stronger effect; CPE inhibition, % at 10 µM, or IC50 in µM where a hit was titrated; actives 0.13% (n = 310,000); in the data active = a potency from the dose series; inconclusive = CPE inhibition mostly from about 23% at the one dose, without a potency; inactive = the rest, 99 in 100 with CPE inhibition below about 21%; also: strong numbers were not always called active
SV40 large T antigen – SV40 large T antigen inhibitors, biochemical (AID 1903). SV40 large T antigen ATPase/helicase inhibition assay; higher % means a stronger effect. inhibition, % at 20 µM; hits with a dose series show IC50 in µM. actives 0.39% (n = 310,000); in the data active = a potency from the dose series; inconclusive = inhibition mostly from about 32% at the one dose, without a potency; inactive = the rest, 99 in 100 with inhibition below about 32%; also: strong numbers were not always called active
Rac1 GTP hydrolysis – MgcRacGAP GTPase-activating activity inhibitors, confirmation, biochemical, ADP Hunter fluorescence | MgcRacGAP-stimulated Rac1 GTP hydrolysis, ADP Hunter fluorescence; higher % means a stronger effect; GST-tagged Rac1 F28L mutant substrate | inhibition, % at 30 µM; hits with a dose series show IC50 in µM | actives 0.6% (n = 340,000);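 active = first-screen hits whose inhibition reached a set limit at any dose in the follow-up dose series; inconclusive = inhibition above the set first-screen limit but never retested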;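 also: fluorescence reports GDP produced by GAP-driven GTP hydrolysis; strong numbers were not always called active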
PhoP inhibition – PhoP-dependent GFP reporter repression – Salmonella Typhimurium, primary screen (AID 1863). inhibition, % at 50 µM, or IC50 in µM where a hit was titrated. S. Typhimurium PhoP-regulated promoter GFP reporter, 4 h; higher % means a stronger effect. actives 0.16% (n = 300,000);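 active = inhibition over 29.93%, a cutoff 3 SD above the screen mean, later confirmed by dose response; inconclusive = inhibition over 29.93% but no dose response follow-up; inactive = inhibition at most 29.93% or unconfirmed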;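 also: 0% = low Mg2+ inducing control and 100% = high Mg2+ repressing control; strong numbers were not always called active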
T cell modulator vesicle-bound % – also measured in T cell modulator; calls as there; double positive events, %; measured here: CD8+ vesicle-bound cell fraction;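 binding gate set so that unloaded-vesicle control wells show 10% double positive cells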
NTR1 agonist cell count 20 µM – recorded beside NTR1 agonist, whose call it bears; cell count; measured here: cell count, cytotoxicity flag
NS5 inhibitors pilot replicate – recorded beside NS5 inhibitors, whose call it bears; inhibition, %; measured here: pilot screen replicate inhibition
Starred values were filed as active, the others as inactive; i = inactive; u = inconclusive; x = not tested or not shown; [ ] = another dose, or the depositor's remark.

SMILES	T cell modulator	T cell modulator vesicle-bound %	NS5 inhibitors	West Nile virus CPE	K1F lysis inhibition	NTR1 agonist	NTR1 agonist cell count 20 µM	RSV antiviral HEp-2	SV40 large T antigen	Rac1 GTP hydrolysis	PhoP inhibition	others
O=C(c1ccc(F)cc1)N1CCC(O)(c2cccnc2)CC1	i	38	-3%	-0.1%	5.5%	-2.3	43	2.1%	15%	4%	-2%
O=C(CCN1C(=O)C2C3C=CC(C3)C2C1=O)Nc1ccccn1 (stereo not given)	i	47	-3%	-0.5%	0.7%	0.9	83	2.5%	2%	5%	-2%	NS5 inhibitors pilot replicate=3.6
CCC(CC)C(=O)NCCCCc1ccccc1	i	22	-2%	-0.4%	6.8%	-0.2	41	1.1%	14%	5%	9%
CCOC(=O)c1nnn(-c2nonc2N)c1C	i	61	-1%	-0.5%	3.7%	-0.7	45	0.4%	8%	4%	14%
CC(C)C(=O)Nc1c2c(nn1-c1ccc(F)cc1)CS(=O)(=O)C2	i	41	-2%	-0.6%	0.2%	-1.0	78	-0.3%	5%	-1%	-3%
O=C(CCCCCNC(=S)Nc1ccccc1)C[N+](=O)[O-]	i	53	-12%	-0.6%	0.2%	0.9	86	2.2%	-4%	2%	-7%
COCC(=O)Nc1cc(C(=O)NCCc2ccccc2)ccc1Cl	i	40	-3%	-0.6%	-0.4%	1.9	66	4.0%	-17%	6%	-14%
O=C(CCSc1nnc(-c2ccco2)o1)N1CCOCC1	i	35	-5%	0.2%	0.5%	0.4	59	0.2%	5%	6%	6%
CCOc1ccc2nc(N(CCN(CC)CC)C(=O)/C=C/c3cccs3)sc2c1	i	15	-3%	u	0.2%	5.7	62	-0.1%	8%	7%	-7%
CC(C)CCNC(=O)C(c1ccncc1)N(CC1CCCO1)C(=O)Cn1nnc(-c2ccc(F)cc2)n1 (stereo not given)	i	56	-14%	-1.0%	0.4%	-1.3	101	0.5%	4%	2%	1%
COc1ccc(OC)c(CN2CCC(C(=O)N3CCN(c4ccccc4F)CC3)CC2)c1	i	49	-8%	-1.6%	3.2%	-0.4	53	2.6%	27%	22%	-3%
CCOC(=O)Cn1c(S(=O)(=O)Cc2ccc(Cl)cc2)nc(-c2ccccc2)c1-c1ccccc1	i	20	-8%	-2.2%	0.2%	4.8	76	7.2%	4%	5%	-8%
O=C1S/C(=C/c2ccccc2)C(=O)N1CC(O)Cn1c2ccccc2c2ccccc21 (stereo not given)	i	29	1%	0.2%	1.8%	1.9	68	6.8%	14%	-6%	0%
O=C(CSc1ccccn1)Nc1ccc(Cl)c([N+](=O)[O-])c1	i	36	-5%	-0.6%	0.4%	-1.9	48	5.6%	8%	-3%	-7%
CN(C)NC(=S)Nc1cccc(C(F)(F)F)c1	i	34	1%	0.7%	0.7%	-1.6	37	2.9%	12%	10%	-13%
COc1ccc(S(=O)(=O)Nc2c(C)nn(C)c2C)cc1Br	i	57	1%	x	0.3%[50 µM]	-0.1	42	x	x	6%	x
CC(C)CC(NC(=O)CC12CC3CC(CC(C3)C1)C2)C(=O)NC1=NCCS1 (stereo not given)	i	54	-9%	-0.9%	0.5%	0.6	43	-0.8%	75%	2%	5%
CC(C)OC(=O)n1c(=S)oc2ccccc21	i	32	-4%	-0.3%	0.4%[50 µM]	0.0	49	-1.5%	14%	-2%	3%
COCCOc1cc(NC(=O)c2cccc(OC)c2)c(Cl)cc1Cl	i	61	-8%	-1.0%	2.0%	2.6	26	2.1%	2%	1%	5%
CC(=O)N1C(=O)/C(=C2\SC(=S)N(NS(=O)(=O)c3ccc(C)cc3)C2=O)c2ccccc21	x	x	5%	0.9%	-0.1%	x	x	x	u	13%	-4%
O=C(NC1(C(F)(F)F)N=C2SCCN2C1=O)c1ccco1 (stereo not given)	i	49	-6%	-0.5%	0.4%	-0.1	60	0.6%	6%	16%	-5%
COc1cc(OC)c(OC)cc1CN1CCN(Cc2ccc(C(F)(F)F)cc2)CC1	i	36	3%	-1.0%	-0.4%	3.4	67	1.2%	1%	25%	13%
CCc1nnc(NS(=O)(=O)c2ccc(NC(=O)COc3ccc(Cl)c(C)c3)cc2)s1	i	39	2%	0.4%	-2.6%	0.6	24	3.6%	11%	7%	0%
CC(c1ccco1)N(C(=O)Nc1ccccc1)C1CCCCC1 (stereo not given)	i	34	-3%	0.1%	8.7%	0.7	48	0.9%	17%	9%	-13%
CCC(=O)Nc1ccc(C(=O)NNC(=O)COc2cccc(C)c2)cc1	i	48	3%	-0.1%	-2.2%	1.3	42	3.2%	18%	1%	5%
CCOC(=O)c1cc(C(=O)OCC)cc(-n2cc(O)c(C(=O)OCC)n2)c1	i	49	-2%	0.1%	-2.2%	0.7	60	0.1%	-1%	9%	-6%
COc1ccc(OCC#CCNC(C)(C)C)cc1	i	40	0%	-0.1%	-1.4%	0.5	59	0.7%	5%	18%	-1%
CN(C)CCNC(=O)c1cc2c(s1)-c1ccccc1OC2	i	52	-3%	u	0.6%	-0.9	56	-1.7%	8%	3%	12%
NS(=O)(=O)c1ccc(NC(=O)CSc2nc3c(c(=O)[nH]2)CCCC3)cc1	i	44	-8%	-0.4%	0.0%	3.1	55	0.8%	15%	6%	-5%
COc1cccc(NC(=O)CN2C(=O)NC(CCc3ccccc3)C2=O)c1 (stereo not given)	i	37	-3%	x	1.0%[50 µM]	0.2	62	0.5%	x	0%	x
CCCCN(CCCNC(=O)C1CCN(S(=O)(=O)N2CCOCC2)CC1)c1ccccc1	i	21	3%	-0.6%	1.6%	0.4	55	-1.2%	6%	17%	1%
COc1ccc2cc(C(=O)/C=C/c3cc(OC)c(OC)c(OC)c3)ccc2c1	i	52	-6%	3.1%	0.5%	3.9	50	-1.6%	4%	4%	0%
CC1CN(C(=O)CCn2c(=O)oc3ccccc32)CC(C)O1 (stereo not given)	i	16	1%	0.3%	0.4%	7.9	76	0.7%	17%	7%	2%
Cn1c(C(=O)NCc2cccnc2)cc2sccc21	i	64	7%	0.0%	3.4%	0.0	84	0.1%	-1%	13%	8%
CCN(CCCNC(=O)C1CCN(S(=O)(=O)N2CCOCC2)CC1)c1cccc(C)c1	i	9	-2%	-0.6%	-0.2%	-1.4	40	0.6%	-6%	23%	11%
FC(F)(F)c1cc(-c2ccco2)nc(NCc2cccs2)n1	i	48	-15%	-0.6%	-0.7%	-0.7	90	1.3%	4%	7%	6%
CC(C)NC(=O)CC(=O)N/N=C/c1c(F)cccc1Cl	i	50	1%	0.3%	-0.7%	-0.8	89	0.3%	6%	2%	6%
CC(C)OCCCN1CC(=O)N2C(c3ccccc3)c3[nH]c4ccccc4c3C[C@H]2C1=O (stereo not given in full)	i	18	-3%	-1.0%	0.6%[50 µM]	0.3	71	1.2%	1%	7%	7%
Cc1oc(-c2cccc(F)c2)nc1CN1CCCCC1CCc1ccccn1 (stereo not given)	i	24	-1%	-1.7%	-0.2%	0.8	31	-1.7%	6%	2%	4%
COc1ccc(NC(=O)CNc2ccccc2C(C)=O)cc1S(=O)(=O)N1CCOCC1	i	33	-3%	x	0.5%[50 µM]	0.9	44	x	x	4%	x

Not a retest: 6 of the compounds above.
SMILES	T cell modulator	T cell modulator vesicle-bound %	NS5 inhibitors	West Nile virus CPE	K1F lysis inhibition	NTR1 agonist	NTR1 agonist cell count 20 µM	RSV antiviral HEp-2	SV40 large T antigen	Rac1 GTP hydrolysis	PhoP inhibition	others
CCN(CCCNC(=O)C1CCN(S(=O)(=O)N2CCOCC2)CC1)c1cccc(C)c1	i	9	-2%	-0.6%	-0.2%	-1.4	40	0.6%	-6%	23%	11%
FC(F)(F)c1cc(-c2ccco2)nc(NCc2cccs2)n1	i	48	-15%	-0.6%	-0.7%	-0.7	90	1.3%	4%	7%	6%
CC(C)NC(=O)CC(=O)N/N=C/c1c(F)cccc1Cl	i	50	1%	0.3%	-0.7%	-0.8	89	0.3%	6%	2%	6%
CC(C)OCCCN1CC(=O)N2C(c3ccccc3)c3[nH]c4ccccc4c3C[C@H]2C1=O (stereo not given in full)	i	18	-3%	-1.0%	0.6%[50 µM]	0.3	71	1.2%	1%	7%	7%
Cc1oc(-c2cccc(F)c2)nc1CN1CCCCC1CCc1ccccn1 (stereo not given)	i	24	-1%	-1.7%	-0.2%	0.8	31	-1.7%	6%	2%	4%
COc1ccc(NC(=O)CNc2ccccc2C(C)=O)cc1S(=O)(=O)N1CCOCC1	i	33	-3%	x	0.5%[50 µM]	0.9	44	x	x	4%	x

Next part:
SMILES	T cell modulator	T cell modulator vesicle-bound %	NS5 inhibitors	West Nile virus CPE	K1F lysis inhibition	NTR1 agonist	NTR1 agonist cell count 20 µM	RSV antiviral HEp-2	SV40 large T antigen	Rac1 GTP hydrolysis	PhoP inhibition	others
Cc1cccnc1NC(=O)C1CCN(S(=O)(=O)c2ccc3ccccc3c2)CC1	i	53	1%	x	0.0%[50 µM]	0.2	62	0.1%	13%	5%	9%
COCCOC(=O)c1[nH]c2c(c1C)C(=O)CC(c1cccs1)C2 (stereo not given)	x	x	-6%	-1.2%	0.1%	x	x	x	5%	12%	-2%
COc1ccc(N2CCN(c3cc(C)c4ccc(O)cc4n3)CC2)cc1	i	44	-5%	-0.2%	1.6%	0.2	87	1.3%	7%	27%	-6%
Cn1nc(C(F)(F)F)cc1-c1ccc(/C=C(\C#N)C(=O)c2cccc(C(F)(F)F)c2)s1	i	38	x	-0.3%	x	5.0	51	x	12%	x	-62%
CCOc1cc(C(=O)Nc2ccccc2N2CCN(S(C)(=O)=O)CC2)cc(OCC)c1OCC	i	20	7%	0.2%	1.6%	2.3	49	0.1%	-5%	11%	-8%
CC1Cc2ccccc2N1C(=O)CNCCCN(C)C (stereo not given)	i	31	1%	x	0.5%	-0.3	52	-0.3%	1%	77µM*	6%
CC(C)(C)C(=O)c1cn(CC(=O)O)c2ccccc12	i	58	11%	-0.5%	-1.2%	-0.6	43	2.0%	3%	5%	-4%
O=C(CSc1ccc(F)cc1)NCCSc1ccccc1	i	48	2%	x	1.8%	-0.4	51	0.0%	-2%	3%	8%
O=C(COC(=O)CNC(=O)c1ccccc1F)NCCNC(=O)COC(=O)CNC(=O)c1ccccc1F	i	43	4%	x	1.1%[50 µM]	0.6	70	0.6%	6%	6%	-2%

Screens from PubChem BioAssay.
